Screens as filed in PubChem BioAssay.
KDM5B inhibitor – blocks human KDM5B histone demethylase activity. 2.6% of 220,000 active. AID 1347165. KDM5B demethylase, FDH-coupled NADH fluorescence (FDH is formaldehyde dehydrogenase). Potency, µM (highest dose often 57.7 µM), without a hit: at the top dose activity change, negative = inhibition, hits mostly inhibitors. Q9UGL1; active means well fitted inhibition curve with a large enough effect; inconclusive means small, poorly fitted or top-dose-only effect; inactive means no such curve, though single readings can be large or run the other way; further: 0% is about no effect; nearly all actives have a fitted effect of over 70% in size
Target sequence (Q9UGL1 whole entry, looked up): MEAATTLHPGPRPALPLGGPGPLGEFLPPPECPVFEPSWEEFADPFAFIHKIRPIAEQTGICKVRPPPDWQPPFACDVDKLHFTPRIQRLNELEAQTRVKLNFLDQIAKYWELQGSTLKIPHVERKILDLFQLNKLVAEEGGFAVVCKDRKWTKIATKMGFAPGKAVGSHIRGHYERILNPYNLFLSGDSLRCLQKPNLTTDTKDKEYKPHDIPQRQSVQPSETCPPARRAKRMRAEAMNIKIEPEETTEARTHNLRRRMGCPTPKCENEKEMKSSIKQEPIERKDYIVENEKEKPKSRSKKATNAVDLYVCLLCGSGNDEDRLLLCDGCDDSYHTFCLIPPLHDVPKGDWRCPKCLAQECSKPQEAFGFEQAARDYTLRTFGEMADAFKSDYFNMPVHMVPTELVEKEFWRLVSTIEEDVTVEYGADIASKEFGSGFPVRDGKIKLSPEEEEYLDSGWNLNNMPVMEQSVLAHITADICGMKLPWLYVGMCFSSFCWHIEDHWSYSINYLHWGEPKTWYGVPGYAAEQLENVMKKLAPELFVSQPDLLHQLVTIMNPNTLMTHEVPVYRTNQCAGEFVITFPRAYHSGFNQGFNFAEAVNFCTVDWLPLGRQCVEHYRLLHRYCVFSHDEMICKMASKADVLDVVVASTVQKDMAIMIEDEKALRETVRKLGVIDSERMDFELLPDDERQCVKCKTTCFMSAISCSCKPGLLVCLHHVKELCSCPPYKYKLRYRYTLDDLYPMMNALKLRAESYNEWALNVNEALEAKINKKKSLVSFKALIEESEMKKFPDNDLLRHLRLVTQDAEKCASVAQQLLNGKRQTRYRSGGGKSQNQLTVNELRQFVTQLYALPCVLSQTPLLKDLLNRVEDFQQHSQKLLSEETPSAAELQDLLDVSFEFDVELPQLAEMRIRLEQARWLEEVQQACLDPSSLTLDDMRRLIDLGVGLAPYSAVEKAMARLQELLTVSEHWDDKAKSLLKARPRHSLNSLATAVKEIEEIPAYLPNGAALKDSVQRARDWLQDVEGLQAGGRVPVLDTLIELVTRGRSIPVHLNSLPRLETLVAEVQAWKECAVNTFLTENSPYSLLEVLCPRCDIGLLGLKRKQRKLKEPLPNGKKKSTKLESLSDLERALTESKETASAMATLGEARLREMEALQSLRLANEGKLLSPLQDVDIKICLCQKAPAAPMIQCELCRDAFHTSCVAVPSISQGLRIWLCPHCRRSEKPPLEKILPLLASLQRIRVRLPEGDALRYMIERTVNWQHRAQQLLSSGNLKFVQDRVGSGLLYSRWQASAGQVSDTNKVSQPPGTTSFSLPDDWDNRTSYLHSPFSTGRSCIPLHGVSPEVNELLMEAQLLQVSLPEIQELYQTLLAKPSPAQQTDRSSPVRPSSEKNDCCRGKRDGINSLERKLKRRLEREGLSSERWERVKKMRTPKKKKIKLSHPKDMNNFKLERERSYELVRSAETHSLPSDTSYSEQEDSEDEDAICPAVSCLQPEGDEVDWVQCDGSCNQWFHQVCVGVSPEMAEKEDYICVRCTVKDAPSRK
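Compound dilutions met 200 nM (final) KDM5BΔAP for 10 min at room temperature before substrate addition. The substrate mix held 12.5 µM H3K4me3 with cofactors 25 µM α-ketoglutarate and 50 µM Fe²⁺. NADH signal gain over 30 min defined activity.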
* = called active by the depositor; i = inactive; ? = inconclusive; & = joins results of further samples; [ ] = another dose, or the depositor's remark. Potency means the concentration at half of the fitted maximal effect.

Structure	KDM5B inhibitor
COc1ccc(-c2ccc3nc(-c4ccc(C)c(F)c4)oc3c2)c(OC)c1OC	i
COc1ccc(C(NC(=O)NCc2ccccc2)c2ccc(OC)cc2)cc1	2.9%
COc1cc(-c2noc(-c3ccc(S(=O)(=O)NC4CC4)o3)n2)ccc1OC(C)C	-11.8%
COc1ccc(C(=O)Nc2ccc3sc(NC(=O)C(C)C)nc3c2)cc1OC	8.3%
Clc1cnccc1CN1CCNc2cnc(-c3ccccc3)cc2C1	?
O=C1Cc2c(-c3ccccc3OCc3ccccc3)n[nH]c2CN1Cc1ccccc1	?
O=C1CCN(Cc2ccncc2)CCCC(C(=O)N2CCN(c3ccccn3)CC2)CCN1 (stereo unspecified)	?
N#Cc1nc(-c2ccc(S(=O)(=O)N3CCOCC3)cc2)oc1N1CCCCCC1	?
CCC1CCCCN1S(=O)(=O)c1ccc2c(c1)CCCN2C(C)=O (stereo unspecified)	8.9%
Cc1cccc(NC(=O)Cn2c(=O)c(-c3noc(C)n3)c3n(c2=O)CCCC3)c1	31.2%
CN(C)CC#CC(O)(c1ccccc1)C1(C)CCCC1 (stereo unspecified)	17.1%
Cc1noc(-c2ccn3c(CNC(=O)c4ccc(F)c(Cl)c4)nnc3c2)n1	25.1µM*
Cc1noc(C)c1-c1cc2c(c(-c3cnn(C)c3)c1)C(=O)N(C)C2	39.8µM*
CCn1nccc1C(=O)N1C[C@@H](COC)[C@H](c2nc(C)no2)C1	7.0%
Cc1ccccc1NC(=O)c1c(NC(=O)c2cccs2)sc2c1CCC(C)C2 (stereo unspecified)	-1.8%
Cc1ccc2oc(-c3ccc(Cl)cc3)c(O)c(=O)c2c1	-15.0%
O=C(Nc1ccc(-c2nnc3n2CCCC3)cc1)c1ccccc1F	-11.2%
O=C(c1cccc(S(=O)(=O)Nc2cc(C(F)(F)F)ccc2Cl)c1)N1CCC1	16.1%
Cc1ccc(C(=O)Cn2cc([N+](=O)[O-])nc2C)cc1	-21.8%
O=[N+]([O-])c1ccc(C(c2sc3nc(-c4ccco4)nn3c2O)N2CCN(Cc3ccccc3)CC2)cc1 (stereo unspecified)	-11.8%
CCn1cnnc1CC1CCN(C(=O)C2CCCCC2)C1 (stereo unspecified)	-16.0%
COCCn1c(-n2nc(C)cc2C)nc2c1c(=O)n(Cc1cc(C)ccc1C)c(=O)n2C	22.2%
O=C(Nc1ccc(N2CCN(C(=O)c3ccccc3)CC2)cc1)c1cccs1	17.6%
O=C(COC(=O)c1cc([N+](=O)[O-])ccc1N1CCOCC1)Nc1cccc(F)c1	-18.2%
CNC(=O)[C@@H]1CN(C(=O)c2cncn2C)C[C@H]1COC	0.6%
O=C(NCc1ccc2c(c1)OCO2)c1n[nH]nc1Nc1ccc(Cl)cc1	-3.9%
COc1ccc(CN2CC3(CCN(S(=O)(=O)c4ccc(F)cc4)CC3)C2=O)cc1	-9.4%
COc1cc(-c2ccnc3nc(CCC4CCCC4)nn23)cc(OC)c1OC	?
CCOCCOC(=O)c1nc2ccccc2nc1Nc1cccc(C)c1C	-11.1%
O=c1[nH]nc2n1CCN(Cc1ccc(F)c(F)c1)CC2	-23.1%

Continued; the last 5 above are carried over.
Structure	KDM5B inhibitor
O=C(NCc1ccc2c(c1)OCO2)c1n[nH]nc1Nc1ccc(Cl)cc1	-3.9%
COc1ccc(CN2CC3(CCN(S(=O)(=O)c4ccc(F)cc4)CC3)C2=O)cc1	-9.4%
COc1cc(-c2ccnc3nc(CCC4CCCC4)nn23)cc(OC)c1OC	?
CCOCCOC(=O)c1nc2ccccc2nc1Nc1cccc(C)c1C	-11.1%
O=c1[nH]nc2n1CCN(Cc1ccc(F)c(F)c1)CC2	-23.1%
COc1ccc(-c2[nH]nc3ncc(-c4ccc(C)cc4)nc23)cc1F	-1.6%[86.2 µM]
N=c1n(CCO)c2ccccc2n1Cc1ccccc1F	-9.0%
CCCCC(=O)N(C)CC1CCOCC1	16.3%
Cc1ccc(C)c(C(=O)Nc2ccc(-c3nc4ccc(C)cc4s3)cc2)c1	-46.9%
CCOc1ccc(-n2cc(-c3ccccc3)c3c(Nc4cccc(F)c4)ncnc32)cc1	?
CCCCCC(=O)N1CC[C@@H](CC(=O)NCc2ccc(F)cc2)[C@@H](CC)C1	7.0%[86.2 µM]
CCC(=O)Nc1ccccc1C(C)(C)C	15.8%
CN(C)C(=O)N1Cc2ccccc2OC2(CCN(C(=O)c3c[nH]c4ccccc34)CC2)C1	17.0%[115 µM]
Cc1ccc(Cl)cc1N1CCN(c2nc3ccccc3c3nc(-c4cccnc4)nn23)CC1	?
CCCC12CN(C(=O)CC)CC(C)(CN(C(=O)CC)C1)C2=O	17.8%
CC(=O)Nc1ccc(CNC(=O)c2sccc2C)cc1	-12.7%
O=C(O)Cn1ccc2cc(OCC3CCN(C(=O)COc4ccccc4)CC3)cnc21	35.5µM*
CC(C)C1Cc2ccccc2-c2[nH]c(=S)[nH]c(=O)c21 (stereo unspecified)	?
CC(C)C1=NOC2(CCCN(CC3CCCC3)C2)C1 (stereo unspecified)	-7.0%[149 µM]
COc1ccc(-c2cc3ccc(OCCN4CCN(C)CC4)cc3oc2=O)cc1	i
COC(=O)c1ccc(Nc2ncnc3c2cnn3-c2ccccc2)cc1	?
COC(=O)C1CCN(C(=O)CC[C@H]2CNC(=O)[C@@H]3[C@@H](CCN3Cc3cccs3)N2C)CC1	-14.8%
O=C1Nc2ccccc2CC12CCN2Cc1cccc2ccccc12 (stereo unspecified)	-4.9%[86.2 µM]
CCCn1c(=O)c2sccc2n2c(CCCC(=O)Nc3cccc(CC)c3)nnc12	-11.0%
CC1C/C(=N\NC(=O)C2CC2)CC(C)(C)C1 (stereo unspecified)	32.4%
Cc1cc2nc(-c3ccc(SCc4ccccn4)nc3)[nH]c2cc1C	?
CC(C)(C)c1ccc(-c2nc(C#N)c(NCCCn3ccnc3)o2)cc1	?
CC(C)C(=O)N1CCC(N2C[C@H](O)C[C@H]2C(=O)NC2CCCCC2)CC1	1.7%
Cc1c(NS(=O)(=O)c2ccccc2)cc(C(C)C)c(O)c1S(=O)(=O)c1ccc(Cl)cc1	-25.5%
COc1ccccc1-c1noc(CCCC(=O)Nc2ccc(S(=O)(=O)N3CCC(C)CC3)cc2)n1	-15.8%
COc1ccccc1/C=C/C=N/n1c(-c2ccco2)n[nH]c1=S	?
OC1CC(c2cc(N3CCC(c4nc5ccccc5[nH]4)CC3)ncn2)C1 (stereo unspecified)	20.6%
CC1=C(C(=O)Nc2ccc(C)cc2C)C(c2ccc(Cl)cc2)n2nc(C(=O)OC(C)C)nc2N1 (stereo unspecified)	-3.2%&-55.5%
CCc1c(C(=O)Nc2ccc3c(c2)Cc2ccccc2-3)cnn1-c1ccc(OC)nn1	-13.7%
O=C(NC1CCC1)c1c(OCC2CC2)cc(=O)n2c1CCOCC2	-10.5%

(further entries)
Molecule,KDM5B inhibitor
CCN1C(=O)c2ccccc2Sc2ccc(NC(=O)COc3ccc(Cl)cc3)cc21,-11.7%
CCCC(=O)Oc1c(Sc2ccc(C)cc2)c(C)nn1-c1ccccc1,?
Cn1c(=O)c2c(nc(Oc3ccc(F)cc3F)n2Cc2ccccc2F)n(C)c1=O,8.4%
CCOC(=O)c1nc(C)nc(Sc2n[nH]c(-c3cc(C(F)(F)F)cc(C(F)(F)F)c3)n2)c1C,-14.3%
CCOC(=O)CNC(=O)Nc1cc(C(=O)NCc2ccccc2OC)ccc1N1CCCC1,-9.8%&-25.9%
COc1ccc(NC(=O)Nc2cc(-c3cn4cccnc4n3)ccc2C)cc1,?
CCn1nc(C(=O)N2CCN(CC(=O)NC3CC3)CC2)c2ccccc2c1=O,1.3%
O=C(CN1C(=O)NC2(CCOCC2)C1=O)Nc1ccc2c(c1)CCC2,16.8%
Cc1cccc(C(c2sc3nc(-c4ccco4)nn3c2O)N2CCN(c3ccccc3F)CC2)c1 (stereo unspecified),?
Cc1ccc2[nH]cc(C(C(=O)O)N3CCN(S(=O)(=O)c4ccccc4)CC3)c2c1 (stereo unspecified),-2.0%
Cc1ccc(-n2ncc(C(=O)NCc3cccs3)c2C2CCN(C(=O)OC(C)(C)C)CC2)cc1,-16.2%
COc1ccc(OC)c(N(C(=O)c2ccco2)C(C(=O)NC2CCCC2)c2ccc(N3CCOCC3)cc2)c1 (stereo unspecified),18.0%
CC(C)Cc1cn(C2CCN(Cc3cc4c(cc3Cl)OCO4)CC2)nn1,0.6%
Cc1onc(-c2ccc(Br)cc2)c1C(=O)Nc1ccc(Br)cc1F,-16.5%
CCc1ccc(NC(=O)CSc2nc(C)cc(COC)c2C#N)cc1,-19.2%
S=C(CN1CCCC1=S)N1CCOCC1,3.9%
Cc1ccc(NC2CCCN(C(=O)c3ccc4nccnc4c3)C2)cc1C (stereo unspecified),-3.8%
O=Cc1cc2cc(Br)ccc2[nH]1,?
CN1CC(=O)N(C2CCNC2)Cc2c1ncnc2N1CCCN(Cc2ccccc2)CC1 (stereo unspecified),?
COCC(C)NC(=O)Cc1n[nH]c(=O)c2ccccc12 (stereo unspecified),7.7%
CCOC(=O)c1c(C)c(C(=O)NCCc2ccc(OC)cc2)c(C)n1CC,-11.2%
S=C(c1ccc(-c2ccc(Cl)cc2Cl)o1)N1CCCC1,?
CCCCc1ccc(NN)c(I)c1,10.0%
CC(C)c1cnc(C2CCCN(C(=O)OC(C)(C)C)C2)[nH]1 (stereo unspecified),8.9%[149 µM]
O=C(NC1CCCCC1)c1cccc(Oc2ccccc2)c1,17.5%
NC(=O)C1CCN(c2cc(-c3noc([C@@H]4CCCN4Cc4ccccc4F)n3)ccn2)CC1,?
Cc1cc(C)cc(Nc2nc3ccccc3nc2NS(=O)(=O)c2cccs2)c1,-4.9%
COc1ccc(S(=O)(=O)c2cn(Cc3ccccc3)c3ccc(OC)cc3c2=O)cc1,?
CC(NC(=O)C(=O)Nc1c2c(nn1-c1ccccc1)CSC2)c1ccccc1 (stereo unspecified),-7.6%
COc1ccc(-n2nc3n(c2=O)CCN(C(=O)c2ccc(Cl)cc2)C3)cc1,32.4%[activator][115 µM]
COc1ccccc1N1CCN(C(=O)C2CCCN(C(=O)c3ccccc3)CCC(=O)NCC2)CC1 (stereo unspecified),-0.4%
CN(CC(=O)Nc1ccccc1C(F)(F)F)Cc1cc(Cl)cc2c1OCOC2,-19.0%
O=C1COCC2(CN1Cc1ccc(F)cc1Cl)CN(c1ccc(C(F)(F)F)cn1)C2,?
CC(=O)Nc1ccc(NC(=O)CSc2nnc(COc3ccccc3C)n2CC2CCCO2)cc1 (stereo unspecified),-7.1%
Cc1cccc(C(=O)NC(CC(C)C)c2nnc3n2CCNCC3)n1 (stereo unspecified),?
CCCCOc1ccc(CNC(=O)C2CCN(c3nnc(-n4cccc4CNc4ccc(C)cc4)s3)CC2)cc1,?
CCCCn1c(O)c(C2=Nc3ccccc3SC(c3cccc(O)c3)C2)c(=O)[nH]c1=O (stereo unspecified),26.7%
Cn1c(C(=O)N2CCc3ccccc3C2)cc2ccccc21,8.2%
O=C1C(=O)N(Cc2cccnc2)C(c2ccccn2)/C1=C(\O)c1ccccc1 (stereo unspecified),-0.8%
COc1ccccc1C(=O)Nc1ccnn1C1CCN(Cc2ccn[nH]2)CC1,30.9%
CCOc1cc(/C=C2/NC(=O)NC2=O)cc(Br)c1OC(C)C,13.0%
O=C(NCCCN1CCCC1)c1ccncc1,-4.0%
CCc1nnc(NC(=O)Nc2cccc(Cl)c2)s1,-3.5%
CC(C)NC(=O)N1CCCN(c2nc3ccc(Cl)cc3s2)CC1,-0.9%
CSc1ccc(CCNC(=O)C(C)n2c(C)c3cnn(-c4ccccc4)c(=O)c3c2C)cc1 (stereo unspecified),-6.9%

Ordered by the number under KDM5B inhibitor (rising): some entries from above.
SMILES	KDM5B inhibitor
Cc1noc(-c2ccn3c(CNC(=O)c4ccc(F)c(Cl)c4)nnc3c2)n1	25.1µM*
O=C(O)Cn1ccc2cc(OCC3CCN(C(=O)COc4ccccc4)CC3)cnc21	35.5µM*
Cc1noc(C)c1-c1cc2c(c(-c3cnn(C)c3)c1)C(=O)N(C)C2	39.8µM*

(listing goes on)
Molecule,KDM5B inhibitor
COc1cccc(CN2CCCCCCNC(=O)CC2)c1,-27.7%
Cc1cc(C)c2c(CC(=O)Nc3ccc(S(=O)(=O)Nc4nc(C)cc(C)n4)cc3)coc2c1,-10.2%
Cc1ccn2c(=O)c(C(=O)NCCCN3CCCCC3C)c(O)nc2c1 (stereo unspecified),?
O=[N+]([O-])c1nn(-c2ccc(Cl)cc2)n(O)c1=NCc1ccccc1,2.7%
CCOc1ccc(CCNC(=O)Cn2nc(CC)n3c(cc4ccccc43)c2=O)cc1,-12.1%
N#Cc1ccccc1Cn1c(CN2CCCCC2)nc2scc(-c3cccs3)c2c1=O,10.1%
COc1ccc(C(=O)CSc2nnc(C(NC(=O)c3ccc(OC)cc3)C(C)C)n2C)cc1 (stereo unspecified),-1.7%
FC(F)(F)SCCn1ccnc1-c1cc2n(n1)CCCNC2,12.8%
CCc1ccc(NC(=O)C(CC)n2c(=O)c(C(F)(F)F)nc3ccccc32)cc1 (stereo unspecified),-2.7%
Cc1ncccc1OC1(C(=O)O)CCN(C(=O)C2CC23CCC3)CC1 (stereo unspecified),19.9%
O=C(COc1ccc2ccc(=O)oc2c1)Nc1ccc(F)c(F)c1F,?
COc1cc(OC)cc(C(=O)N2CCC(n3cc(-c4nc(C(C)C)no4)nn3)CC2)c1,-5.8%
COc1ccc2n[nH]c(CN3CCC(C(C)N4CCCC4)CC3)c2c1 (stereo unspecified),-9.4%
COc1ccc(-c2onc(C)c2C)cc1S(=O)(=O)N1CCN(c2ccc(Cl)cc2)CC1,-7.4%

These rows are one share of the data; count on the stated rates, not on these rows.
